Assay outcomes (PubChem)
SR-BI DiI-HDL act = enhances SR-BI lipid uptake from DiI-HDL; activation, % at 12.5 µM; CHO ldlA[mSR-BI] cells, DiI-HDL uptake fluorescence, 3 h; 100 = double the neutral-control signal; 320,000 compounds, 0.096% hits; AID 504775;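 active means mean replicate activation of at least 60% and every replicate at or above 60%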;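 further: 0% = median plate neutral-control signal and 100% = twice that signal; values of inactives mirror those of a sister screen read the other way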
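System: LDL receptor-deficient CHO ldlA cells overexpressing murine SR-BI | Timing: 3 h uptake period with compound, 37 °C | Medium: HEPES-buffered (25 mM, pH 7.4) F12 plus 0.5% BSA | Dosing: Single-point compound dose | Signal: Bottom-read fluorescence, 550/595 nm | Read-out: Retained DiI signal reflecting DiI-HDL uptake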
CDK5 inh = CDK5/p35 (human) kinase inhibition; Q00535+Q15078; inhibition, % at 10 µM; Recombinant CDK5/p35, ADP-Glo luminescence, 60 min; 330,000 compounds, 0.01% hits;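 active means highest replicate inhibition of at least 50% and at least 75% of replicates reaching 50%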;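 further: plate controls were DMSO neutral control for no effect and GW8510 at 10 µM for full effect; many of its hits are not listed in these tables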
MITF act = MITF TRPM1 promoter activation in melanoma cells; SK-MEL-5 TRPM1-promoter luciferase, 24 h; % of positive control, neutral wells = 0; activation, % at 12.5 µM; 300,000 compounds, 0.75% hits; AID 588334;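 active means mean activation of at least 80% with every replicate also reaching 80%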;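 further: 0% = neutral control wells and 100% = parthenolide positive control wells; values of inactives mirror those of a sister screen read the other way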
SR-BI DiI inh = inhibitors of mouse SR-BI mediated HDL lipid uptake; Q61009; ldlA[mSR-BI] CHO cells, DiI-HDL uptake fluorescence, 3 h; inhibition, % at 12.5 µM; 320,000 compounds, 0.96% hits;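 active means mean replicate inhibition of at least 70% and a set share of replicates each scoring 70 or more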;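 further: 0% = median of neutral control wells and 100% = median of positive control wells; values of inactives mirror those of a sister screen read the other way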
Rtt109 HAT inh = inhibitors of Candida albicans Rtt109/Vps75 histone acetyltransferase; 330,000 compounds, 0.16% hits; Q5AAJ8; inhibition, % at 34.9 µM; purified Rtt109/Vps75, ThioGlo CoA-SH fluorescence, 4 h;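 active means inhibition of at least 50% in every replicate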
Target sequence (Q5AAJ8 whole entry, looked up): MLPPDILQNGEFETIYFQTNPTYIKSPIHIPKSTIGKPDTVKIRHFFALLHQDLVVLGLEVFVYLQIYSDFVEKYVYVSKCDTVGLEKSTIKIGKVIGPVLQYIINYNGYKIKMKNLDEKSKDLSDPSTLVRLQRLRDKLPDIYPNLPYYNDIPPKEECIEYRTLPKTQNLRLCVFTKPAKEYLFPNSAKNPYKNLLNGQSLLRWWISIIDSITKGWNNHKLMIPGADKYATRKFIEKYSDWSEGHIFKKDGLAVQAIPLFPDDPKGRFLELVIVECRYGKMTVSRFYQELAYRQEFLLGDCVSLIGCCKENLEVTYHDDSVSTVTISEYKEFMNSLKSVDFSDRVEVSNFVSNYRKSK
HTR5A ag = HTR5A agonism, opioid heterodimer counter-screen | HTR5A agonist assay, luminescence, cell-based | activation, % at 9.3 µM | 340,000 compounds, 0.61% hits | AID 504692; in the data active means activation mostly above about 9.5%, no sharp cut-off; inactive means mostly below about 7.6%;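 further: 0% = cells with vehicle only and 100% = reference agonist; strong numbers were not always called active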
Target sequence (P47898 whole entry, looked up): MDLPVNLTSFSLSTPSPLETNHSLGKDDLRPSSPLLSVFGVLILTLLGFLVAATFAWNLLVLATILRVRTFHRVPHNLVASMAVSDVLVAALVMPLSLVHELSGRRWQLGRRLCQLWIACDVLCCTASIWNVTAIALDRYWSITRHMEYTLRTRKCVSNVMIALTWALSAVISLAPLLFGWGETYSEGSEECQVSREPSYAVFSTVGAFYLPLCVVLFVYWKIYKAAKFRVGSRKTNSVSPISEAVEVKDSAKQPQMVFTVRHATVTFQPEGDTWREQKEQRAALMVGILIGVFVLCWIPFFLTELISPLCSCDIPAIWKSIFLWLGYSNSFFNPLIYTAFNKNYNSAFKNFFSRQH
cardiac RTF act = increases calcium sensitivity of human cardiac regulated thin filaments. IANBD-labeled TnC RTF fluorescence at EC20 calcium; 0% EC20 calcium, 100% full calcium. activation, % at 7.2 µM. AID 493008. P19429+P45379. 340,000 compounds, 0.24% hits;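 active means activation above the mean over all tested compounds plus 3 SD, cut at about 30% in these data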;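 further: rise in fluorescence read as greater calcium sensitivity of cardiac thin filaments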
PvdQ acylase = blocks Pseudomonas aeruginosa PvdQ acylase activity | purified PvdQ acylase, fluorescence plate reader | inhibition, % at 10 µM | 340,000 compounds, 0.063% hits | AID 488965; in the data active means inhibition above about 30%, passing the limit was not always enough;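 further: 0% = vehicle neutral wells and 100% = reference inhibitor wells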
dFosB act = enhances mouse delta FosB homodimer DNA binding; P13346; purified delta FosB, TAMRA-CDK5 oligo fluorescence polarization; percent of positive-control signal above neutral wells; activation, % at 25 µM; 340,000 compounds, 0.99% hits; AID 493131;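 active means mean activation above about 17%, with every replicate also reaching it, limit read from the data, passing the limit was not always enough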;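 further: fluorescence polarization rise as delta FosB binds a TAMRA Cdk5 AP-1 oligo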
Target sequence (P13346 whole entry, looked up): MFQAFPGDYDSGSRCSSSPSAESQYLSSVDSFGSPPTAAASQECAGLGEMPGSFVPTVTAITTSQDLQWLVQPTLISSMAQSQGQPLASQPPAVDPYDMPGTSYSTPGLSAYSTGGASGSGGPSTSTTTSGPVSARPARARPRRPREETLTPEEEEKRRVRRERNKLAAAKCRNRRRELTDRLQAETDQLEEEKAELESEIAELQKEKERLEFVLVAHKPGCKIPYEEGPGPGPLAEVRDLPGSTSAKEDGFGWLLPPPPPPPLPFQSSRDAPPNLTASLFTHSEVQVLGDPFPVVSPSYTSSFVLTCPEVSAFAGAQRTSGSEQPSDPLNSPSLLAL
Wnt bcat act = activates Wnt/beta-catenin signaling in a reporter cell assay | activator, plate reader | activation, % at 9.35 µM | 300,000 compounds, 1.2% hits; in the data active means activation above about 30%, passing the limit was not always enough;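 further: 0% = neutral control wells and 100% = positive control wells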
Numbers without * were called inactive; x = not tested or not shown; & = joins results of further samples.

mol,SR-BI DiI-HDL act,CDK5 inh,MITF act,SR-BI DiI inh,Rtt109 HAT inh,HTR5A ag,cardiac RTF act,PvdQ acylase,dFosB act,Wnt bcat act
COc1ccc2c(c1OC)C(=O)OC2Nc1nc(-c2ccc([N+](=O)[O-])cc2)cs1 (stereo unspecified),-13.4,-2.9,8.6,13.4,5.7,-1.2,-1.2,0.1,-5.7,14.6
CCOC(=O)CC1C(=O)NCCN1C(=O)c1c(F)cccc1F (stereo unspecified),32.5,0.8,0.2,-32.5,-7.2,-4.0,-1.7,3.8,0.1,x
O=C1CC(c2ccccc2)n2nc(NC(=O)c3ccccn3)nc2N1 (stereo unspecified),15.5,0.6,-6.4,-15.5,-7.1,-3.9,-6.8,6.5,3.0,x
Cc1ccc(C(C(=O)NC(C)(C)C)N(CC2CCCO2)C(=O)c2csnn2)cc1 (stereo unspecified),x,0.9,-0.9,x,-6.1,-4.7,-4.4,-2.5,5.3,-0.9
Oc1cc(Nc2ccccc2)cc2cccnc12,8.6,0.1,-56.7,-8.6,-1.3,5.8,-7.0,4.7,2.6,79.8*
CC(C)c1ccc(-c2nc(N3CCOCC3)[nH]c(=O)c2C#N)cc1,-15.2,-1.6,-8.8,15.2,-2.0,0.6,0.7,-9.9,-7.4,x
Cc1ccc(-c2nnc(Sc3nc4ccccc4o3)c3ccccc23)cc1,-1.3,-0.8,30.5,1.3,-5.0,5.3,-4.2,-0.6,-15.6,8.2
COc1ccc(C(=O)N/C(=C\c2ccccc2)C(=O)NCCCn2ccnc2)cc1,x,-0.2,x,x,18.1,2.5,1.7,-18.6,-9.8,-1.3
O=C1/C(=C/c2cccnc2)Cc2ccc(Cl)cc21,4.2,1.0,22.4,-4.2,1.6,2.2,11.6,-5.8,-0.2,-1.7
Cc1nc(N)ncc1Sc1ccc(Cl)cc1,20.0,-0.2,6.0,-20.0,-3.6,-1.8,-0.4,-10.9,-4.4,-12.5
CCSc1nc2c(c(=O)[nH]1)C(c1ccncc1)C(C(=O)OC(C)C)=C(C)N2 (stereo unspecified),8.6,1.7,x,-8.6,14.7,2.8,3.6,-15.2,-2.6,-5.0
CN(C)N1C(N)=C(C#N)C(c2cccnc2)C2=C1CCCC2=O (stereo unspecified),22.0,-5.5,-3.5,-22.0,5.3,-2.2,3.0,-0.4,-2.8,x
Cc1cc(Nc2nc3c(c(=O)n(C)c(=O)n3C)n2C)n(-c2ccc(Cl)cc2)n1,-10.0,-0.2,2.3,10.0,-0.2,-4.5,-2.3,-9.4,8.1,x
CCOc1ccc(S(=O)(=O)N2CCN(CC)CC2)cc1NC(=O)c1ccccc1F,0.1,1.9,-10.0,-0.1,2.8,-0.4,0.7,-15.1,-26.0,-0.8
Cc1ccc(C2N(c3ccc(F)cc3)C(=O)C3CCCN32)cc1 (stereo unspecified),18.4,1.5,17.2,-18.4,-10.3,-0.2,1.4,-20.0,-0.8,-1.6
CCOP(=O)(c1ccccc1)C(O)c1ccc([N+](=O)[O-])cc1 (stereo unspecified),-15.1,0.2,0.6,15.1,-1.2,14.1,-0.4,-0.1,-1.5,-1.6
Cc1c(Cl)c([N+](=O)[O-])nn1Cc1ccc(C(=O)N/N=C\c2cccc(Br)c2)o1,-14.6,1.9,5.8,14.6,-5.2,5.8,-0.3,2.3,6.5,-5.0
CCCCn1c(N)c(N(CCOC)C(=O)c2cc(-c3ccc(C)cc3)nc3ccccc23)c(=O)[nH]c1=O,-7.7,-2.6,-3.0,7.7,-3.6,-0.9,1.2,-20.4,-6.3,-0.2
Cc1cc(-c2ccc(C)c(S(=O)(=O)N3CCN(C(=O)c4ccco4)CC3)c2)on1,4.9,-0.8,-17.8,-4.9,-4.7,2.1,1.7,-19.5,-18.1,-2.0
CC(C)OC(=O)c1cccc(-c2ccc(C=O)o2)c1,-13.7,0.0,-5.3,13.7,-14.5,-2.9,-0.4,3.7,3.6,17.9
Cc1cc(C)cc(N(CC(=O)N2CCN(Cc3ccccc3)CC2)S(=O)(=O)c2c(C)noc2C)c1,6.7,0.8,3.2,-6.7,-8.9,-2.7,-1.2,-8.6,-8.5,-1.7
Cc1ccccc1NC(=O)CSc1nnc(-c2ccccc2)n1-c1ccccc1,0.2,1.7,-9.7,-0.2,7.4,-1.7,-3.3,-11.1,-3.1,-4.7
COC(=O)c1cccc(S(=O)(=O)N2CCC(C)CC2)c1,-2.6,1.7,-5.1,2.6,-6.9,4.3,0.5,11.9,-6.4,-0.4
C=CCOc1nc2c(c(=O)n(C)c(=O)n2C)n1Cc1ccccc1,-9.9,-0.4,x,9.9,-2.9,4.5,8.1,-23.6,-2.2,-3.9
C=CCNC(=O)c1ccccc1NC(=O)Cc1ccccc1[N+](=O)[O-],-8.3,-0.4,12.2,8.3,0.4,-5.4,-2.7,-12.0,2.6,-3.9

(further entries)
mol,SR-BI DiI-HDL act,CDK5 inh,MITF act,SR-BI DiI inh,Rtt109 HAT inh,HTR5A ag,cardiac RTF act,PvdQ acylase,dFosB act,Wnt bcat act
Cc1nn(-c2ccccc2)c(Cl)c1C(=O)NNC(=O)c1ccccc1O,-63.4,0.8,9.7,63.4,13.0,-1.1,-4.8,1.2,3.9,6.6
O=C(CCN1CCOCC1)Nc1c(-c2ccccc2)c2cc(Br)ccc2[nH]c1=O,21.1,-1.3,-1.3,-21.1,1.4,2.2,-4.1,-0.4,-13.8,x
O=C(O)C(C1CCCCC1)C1(O)CCCC1 (stereo unspecified),44.6,0.3,-2.9,-44.6,3.0,0.5,10.1,6.7,3.2,0.5
Cc1ccc(C(=O)NNC(=O)c2ccc(NS(=O)(=O)c3cccs3)cc2)s1,5.5,1.1,1.6,-5.5,4.0,-0.6,-0.7,1.9,-2.4,-2.8
FC(F)(F)c1cccc(-c2ccc(-c3csnn3)o2)c1,26.2,0.5,x,-26.2,-4.4,-3.0,-0.3,4.4,-5.9,0.6
Cc1c(Br)c([N+](=O)[O-])nn1CC(=O)N1CCc2ccccc2C1,15.1,0.0,-10.7,-15.1,-13.6,-1.2,3.5,-10.0,6.6,-1.6
CCCOc1ccc(CNC(=S)Nc2ccccc2)cc1Cl,-16.8,-2.3,-2.2,16.8,-0.2,5.1,-7.6,-3.9,-5.7,1.2
CCCCn1nnnc1NCc1cccnc1,21.4,-0.6,-3.0,-21.4,-1.9,1.5,0.6,6.3,-9.1,x
CC(=O)NCCC(=O)Nc1ccc(C(N)=O)cc1,-4.6,0.4,-7.7,4.6,-0.2,-3.3,0.5,-6.4,4.1,1.2
O=C1CN(C(=O)NCC(=O)N[C@H](Cc2ccccc2)C(=O)O)c2ccccc2N1,33.3,1.8,0.6,-33.3,0.2,7.5,2.6,5.4,-2.7,-0.6
C=C(C)Cn1c(=O)c2c(nc3n2CCN3c2cccc(Cl)c2C)n(C)c1=O,3.0,1.2,2.9,-3.0,2.0,x,2.4,-1.8,-0.8,-4.1&-10.4
Cn1c(=O)[nH]c(=O)c2c1nc(N1CCNCC1)n2Cc1cccc2ccccc12,23.3,1.7,-3.9,-23.3,4.0,-7.5,6.1,-18.9,2.7,-0.5
CCc1cc2c(=O)c(-c3ccc4c(c3)OCCO4)coc2cc1OC(=O)c1ccco1,-8.9,1.1,x,8.9,-3.1,-6.4,1.0,-7.7,0.3,67.5*
CCN(CC)c1nc(NN)nc(Nc2ccc(C)c(Cl)c2)n1,-7.9,-0.6,-9.1,7.9,-3.9,3.6,-1.7,-20.7,41.6*,1.7
C[C@@H]1NC(=O)/C(=C\c2ccccc2Br)NC1=O,24.3,1.0,-4.4,-24.3,0.7,1.6,1.8,-17.2,0.9,0.0
O=C(C1CCCN(Cc2cccs2)C1)N1CCCCCC1 (stereo unspecified),2.1,-5.0,x,-2.1,5.6,-0.1,-0.1,-13.7,-4.5,-2.9
CC(C)(C)C(=O)NC1CCN(S(=O)(=O)c2ccc(C(F)(F)F)cc2)CC1,20.4,-0.4,4.8,-20.4,-4.1,-0.2,-0.8,-7.0,-1.5,-1.2
COc1ccccc1Nc1nnc(SCC(=O)Nc2cc(C)on2)s1,-13.0,-3.2,6.6,13.0,-2.4,-4.8,3.2,-4.5,-1.8,x
CCOC(=O)C1(NC(=O)CN2C(=O)c3ccccc3C2=O)CCCC1,23.6,-0.7,-9.1,-23.6,-1.9,-2.9,8.3,-12.2,-1.2,-1.8
CCOc1ccc(NS(=O)(=O)c2ccc3[nH]c(=O)oc3c2)cc1,-0.6,-0.5,1.0,0.6,1.3,6.0,-2.0,-6.2,-3.0,0.4
CC1(C(=O)N(CC(=O)NC2CCCC2)C2CCCC2)CC(=O)N=C2C=CC=CN21 (stereo unspecified),12.0,-0.1,2.9,-12.0,-14.1,-4.3,-2.6,1.6,0.4,x
CC(C)(C)c1ccc(N2C(=O)CC(c3ccccc3)C2=O)cc1 (stereo unspecified),-2.1,-1.6,-0.2,2.1,10.1,-0.8,-2.1,2.3,0.2,4.0
CCCc1[nH]nc2c1C(c1ccc(OC)c(CSC3=NCCS3)c1)C(C#N)=C(N)O2 (stereo unspecified),18.3,-5.3,2.2,-18.3,23.7,-1.8,-1.0,-3.7,-5.1,x
CC(CNS(=O)(=O)c1ccccc1)Sc1ncccn1 (stereo unspecified),13.0,-1.2,-4.5,-13.0,-5.7,-0.8,-1.4,-2.6,0.0,2.2
O=C(NCCN1CCCCC1)Nc1ccc(F)cc1F,9.6,-2.2,-4.6,-9.6,-0.8,1.0,8.9,-14.2,1.4,-0.6

Carrying on.
mol,SR-BI DiI-HDL act,CDK5 inh,MITF act,SR-BI DiI inh,Rtt109 HAT inh,HTR5A ag,cardiac RTF act,PvdQ acylase,dFosB act,Wnt bcat act
C=CCn1c(=O)/c(=C/c2ccsc2)s/c1=C(\C#N)C(=O)NCCN1CCOCC1,-35.9,-1.1,5.7,35.9,-12.1,3.2,1.5,-5.5,5.3,-2.7
CC(NS(=O)(=O)c1ccccc1)C(=O)NCCc1ccccn1 (stereo unspecified),-5.2,-1.4,-3.8,5.2,x,5.9,-2.6,2.1,1.2,-0.6
CCOC(=O)C(C#N)=CN1CCNc2ccccc21,9.6,0.0,23.1,-9.6,-1.4,3.0,-0.7,-2.4,-9.7,-6.0
CC#CC(=O)NCC1(N(C)Cc2ccccc2)Cc2ccccc2C1,10.7,0.7,0.4,-10.7,-3.7,-0.6,-4.2,-18.5,-3.3,-1.4
CC(O)c1nc2ccccc2n1C/C=C/c1ccccc1 (stereo unspecified),16.6,-2.1,x,-16.6,0.0,-0.9,-3.8,-8.1,-2.8,x
COc1ccc(N2C(=O)[C@H]3CCC=C[C@H]3[C@@H]2c2ccccc2Br)cc1,-13.6,-0.8,15.1,13.6,3.9,1.7,-7.5,8.2,-7.9,-1.3

An unsorted share of the library; 4.4% or so of the library scored in one or more.
